# PfG6PD inh: PfG6PD (Plasmodium falciparum) enzyme inhibition | 350,000 compounds, 0.78% hits | PfGluPho enzyme, NADPH resazurin-diaphorase fluorescence | inhibition, % at 20 µM | AID 504690;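 active means inhibition reaching at least a set limit at 20 µM in the primary screen, cut at about 59% in these data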;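 further: 0% = DMSO wells with substrate and 100% = DMSO wells lacking glucose-6-phosphate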
# SENP8 block-1: blocks the human protease SENP8; inhibition, % at 10 µM; purified SENP8, Z-RLRGG-aminoluciferin cleavage, luminescence; AID 2540; 330,000 compounds, 1.2% hits; Q96LD8; in the data active means inhibition above about 50%
# Target sequence (Q96LD8 whole entry, looked up): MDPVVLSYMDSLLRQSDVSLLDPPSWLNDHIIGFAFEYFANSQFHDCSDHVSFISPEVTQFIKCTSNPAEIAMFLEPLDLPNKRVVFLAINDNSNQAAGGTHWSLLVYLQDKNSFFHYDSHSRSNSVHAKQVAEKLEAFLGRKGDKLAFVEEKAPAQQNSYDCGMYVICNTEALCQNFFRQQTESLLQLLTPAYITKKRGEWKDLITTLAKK
# SENP7 inh: inhibitors of human SENP7 protease | Q9BQF6 | recombinant SENP7, Z-RLRGG-aminoluciferin luminescence, 40 min | inhibition, % at 5 µM | 330,000 compounds, 1.5% hits | AID 434973;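 active means inhibition above about 50% at the single test dose, limit read from the data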;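 further: plate controls were DMSO with enzyme for no effect and no enzyme buffer wells for full effect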
# SENP6 inh: inhibitors of human SENP6 protease | Q9GZR1 | Recombinant SENP6 catalytic domain, aminoluciferin luminescence | inhibition, % at 10 µM | 330,000 compounds, 1.8% hits;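 active means inhibition above about 50% at the single tested dose, limit read from the data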;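 further: plate controls were DMSO wells with enzyme for no effect and DMSO wells lacking enzyme for full effect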
# Target sequence (Q9GZR1 628-1112 limits assumed): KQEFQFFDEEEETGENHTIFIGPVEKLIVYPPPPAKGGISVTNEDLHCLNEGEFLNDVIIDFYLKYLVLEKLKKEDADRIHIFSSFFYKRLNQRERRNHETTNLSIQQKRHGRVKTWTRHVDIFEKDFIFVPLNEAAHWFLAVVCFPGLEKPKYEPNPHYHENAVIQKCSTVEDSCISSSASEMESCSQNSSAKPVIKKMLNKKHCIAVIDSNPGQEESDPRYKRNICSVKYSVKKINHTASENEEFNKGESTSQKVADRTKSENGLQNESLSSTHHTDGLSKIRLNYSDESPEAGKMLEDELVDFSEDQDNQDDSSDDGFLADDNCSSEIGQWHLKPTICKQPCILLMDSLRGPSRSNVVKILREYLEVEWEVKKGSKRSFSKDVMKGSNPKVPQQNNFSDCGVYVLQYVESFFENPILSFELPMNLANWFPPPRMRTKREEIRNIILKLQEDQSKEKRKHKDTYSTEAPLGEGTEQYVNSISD
# UBC13 inh: blocks human UBC13 polyubiquitin chain formation; TR-FRET; P61088; 330,000 compounds, 0.47% hits; AID 485273; inhibition, % at 20 µM; in the data active means inhibition above about 45%, passing the limit was not always enough
# HKDC1 inh: inhibitors of human hexokinase HKDC1; inhibition, % at 20 µM; recombinant HKDC1, G6PDH/diaphorase resazurin coupled fluorescence; 340,000 compounds, 0.16% hits; AID 493160;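 active means inhibition above about 35% when tested at 20 µM, limit read from the data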;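 further: plate controls were DMSO wells with enzyme for no effect and DMSO wells lacking enzyme for full effect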
#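 System: Recombinant HKDC1 hexokinase | Amount: HKDC1 at 5 µg/mL | Reagent: Glucose with 1 mM ATP | Doses: Single 20 µM dose | Incubation: Reaction time 90 min, room temperature, protected from light | Signal: Coupled resazurin fluorescence, excitation 525 nm, emission 613 nm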
# SENP1 inh: blocks the human SENP1 SUMO protease catalytic domain; 360,000 compounds, 0.21% hits; inhibition, % at 10 µM; recombinant SENP1 catalytic domain, CyPet-SUMO1-YPet FRET cleavage;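 active means inhibition at least 30% at 10 µM, raw YFP signal under a set limit, fluorescence ratio 0.5 to 1.5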;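 further: 0% = enzyme with DMSO and 100% = no enzyme wells; some results filed as inactive read as strong as hits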
# Target sequence (Q9P0U3 419-644 limits assumed): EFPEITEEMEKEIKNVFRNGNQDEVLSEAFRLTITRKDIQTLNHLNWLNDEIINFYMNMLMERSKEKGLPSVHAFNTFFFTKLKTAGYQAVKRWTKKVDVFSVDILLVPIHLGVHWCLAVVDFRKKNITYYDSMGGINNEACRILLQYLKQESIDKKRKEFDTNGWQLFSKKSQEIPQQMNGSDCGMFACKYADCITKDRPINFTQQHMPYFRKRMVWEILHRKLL
#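 Test system: hSENP1 catalytic domain, recombinant; Amount: 20 pM final SENP1 enzyme; Medium: Tris pH 8 buffer plus EDTA, NaCl, BME, BSA, NP40, catalase; Schedule: 50 min enzyme reaction, room temperature, light-protected; Technique: FRET fluorescence in CFP and YFP emission channels; Controls: no-enzyme wells low, DMSO-plus-enzyme wells high control.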
# MIN6 prolif: induces beta-cell replication in MIN6 cells | proliferation, % at 10 µM | AID 2380 | MIN6 cells proliferation, ATPlite luminescence, 48 h; cells starved in 0.2% serum; 100% = growth in 10% serum | 330,000 compounds, 0.29% hits;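 active means compounds whose signal lies at least 3.5 SD above the mean of all wells on their plate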;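 further: 0% = DMSO-treated cells in low-serum medium and 100% = 10% serum control; some compounds called inactive have numbers as strong as hits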
# SENP8 block-2: blocks human SENP8 cleavage of Nedd8 substrate. AID 602440. Q96LD8. 360,000 compounds, 0.64% hits. recombinant SENP8, Nedd8 substrate fluorescence. inhibition, % at 20 µM; in the data active means inhibition mostly above about 40%, no sharp cut-off; inactive means mostly below about 27%
# * = called active by the depositor; x = no result given.
SMILES,PfG6PD inh,SENP8 block-1,SENP7 inh,SENP6 inh,UBC13 inh,HKDC1 inh,SENP1 inh,MIN6 prolif,SENP8 block-2
Cc1ccc(-n2nc(C(=O)O)cc2-c2ccccc2Cl)cc1,26,3,1,9,-2,2,-1,0,20
Cc1ccc(CNC(=O)/C=C/c2cccs2)cc1,-2,-4,-1,-13,13,-7,3,1,8
Nn1c(SCc2nc3ccccc3[nH]2)nnc1-c1ccccc1,-8,-10,-1,-20,4,-1,-23,4,-14
O=C(NCc1ccc2c(c1)OCO2)C1CCN(S(=O)(=O)N2CCCCC2)CC1,-15,1,4,2,-2,-16,4,-1,2
COC(=O)C(NC(=O)CSc1nc(N)cc(=O)[nH]1)c1ccccc1 (stereo not given),-26,-5,-1,17,-5,15,-2,-1,-2
COc1cc(C(C)=O)ccc1OCC(=O)Nc1ccc(C)c(S(=O)(=O)N2CCCCCC2)c1,13,-3,4,4,7,10,-1,-7,-2
Cc1cccc(N2C(=O)c3ccc(Br)cc3C2=O)n1,x,-18,14,-7,1,x,0,0,1
CCCCOC(=O)Nc1cc(Cl)ccc1C,11,-5,0,-14,-3,-1,0,-2,25
O=C(COC(=O)CCC(=O)c1cccs1)Nc1ccc(S(=O)(=O)N2CCOCC2)cc1,-4,-1,-3,-24,5,1,4,-1,1
Cc1cc(=O)oc2cc(OCC(=O)NC3CC(C)(C)NC(C)(C)C3)ccc12,15,7,-3,4,3,-2,3,2,-106
Cc1ccc(O)c(N=Cc2cc(Cc3ccccc3)cc([N+](=O)[O-])c2O)c1,45,12,-1,17,-35,17,10,-5,32
COc1cccc2c(=O)c3c([nH]c12)OC(C)(C)C3,5,1,6,-8,-2,4,1,-1,0
COc1ccc(NC(=O)CN(C)CC(=O)c2[nH]c(C)c(C(C)=O)c2C)cc1,-4,-6,8,2,0,-2,1,0,0
Cc1ccc(NS(=O)(=O)c2c(C)noc2C)cc1,4,-3,-10,0,-2,2,-1,-5,1
O=C(c1ccc2c(Cl)c3c(nc2c1)CCCC3)N1CCN(c2ccc(F)cc2)CC1,17,-5,3,-2,5,4,1,-7,7
COc1ccccc1CCN=C(N)NS(=O)(=O)c1ccccc1,33,-6,7,-4,8,-4,1,-3,16
CC(C)c1cc(C(F)(F)F)n2nc(C(=O)Nc3ccc4c(c3)OCO4)cc2n1,1,-7,-9,-8,-2,4,0,1,12
Cc1ccc(S(=O)(=O)N2CCCOC2CNC(=O)C(=O)NCCC2=CCCCC2)cc1 (stereo not given),6,-9,-1,-9,0,-1,0,0,22
COc1ccc(CCNc2cc(=O)[nH]c(N)n2)cc1,-5,-5,-10,8,-16,7,-19,-2,17
CN(C)c1cccc2c1C(=O)c1ccccc1C2=O,2,10,11,3,-332,7,2,-3,23
CCC(C)(C)n1nnnc1C(c1cccnc1)N1CCC(Cc2ccccc2)CC1 (stereo not given),-10,11,5,17,4,3,4,-2,11
CSc1ccc(CN(C)CCc2ccccn2)cc1,-5,-5,-11,-15,-1,-5,0,1,10
C=CCNC(=O)c1ccccc1NC(=O)Nc1ccccc1,-7,27,2,49,-1,1,3,-2,-104
Cc1nc(Cl)sc1C(=O)NC(C)c1ccc(Cl)cc1 (stereo not given),2,-14,-1,3,-5,-9,-1,0,13
COc1ccc(Br)cc1-c1noc(-c2ccccc2)n1,-13,-14,-2,-15,12,2,3,-3,20

# 7 records drawn at random from the list so far, as already listed:
SMILES,PfG6PD inh,SENP8 block-1,SENP7 inh,SENP6 inh,UBC13 inh,HKDC1 inh,SENP1 inh,MIN6 prolif,SENP8 block-2
COc1ccc(Br)cc1-c1noc(-c2ccccc2)n1,-13,-14,-2,-15,12,2,3,-3,20
CCC(C)(C)n1nnnc1C(c1cccnc1)N1CCC(Cc2ccccc2)CC1 (stereo not given),-10,11,5,17,4,3,4,-2,11
COc1cccc2c(=O)c3c([nH]c12)OC(C)(C)C3,5,1,6,-8,-2,4,1,-1,0
Nn1c(SCc2nc3ccccc3[nH]2)nnc1-c1ccccc1,-8,-10,-1,-20,4,-1,-23,4,-14
COc1ccccc1CCN=C(N)NS(=O)(=O)c1ccccc1,33,-6,7,-4,8,-4,1,-3,16
CC(C)c1cc(C(F)(F)F)n2nc(C(=O)Nc3ccc4c(c3)OCO4)cc2n1,1,-7,-9,-8,-2,4,0,1,12
Cc1ccc(O)c(N=Cc2cc(Cc3ccccc3)cc([N+](=O)[O-])c2O)c1,45,12,-1,17,-35,17,10,-5,32

# More structures follow.
SMILES,PfG6PD inh,SENP8 block-1,SENP7 inh,SENP6 inh,UBC13 inh,HKDC1 inh,SENP1 inh,MIN6 prolif,SENP8 block-2
CCOC(=O)c1ccc2c(c1)[n+](CC)c(C)n2-c1ccccc1,12,5,1,-1,6,-9,2,2,5
O=C(Cc1cccc(NC(=O)C2CCN(C(=O)C3CCCCC3)CC2)c1)Nc1cccc(C(=O)N2CCCC2)c1,-10,9,-1,11,-1,1,-2,-1,8
CN1CCN(c2ccc([N+](=O)[O-])cc2C(=O)N2CCCCC2)CC1,6,-2,9,-12,3,-1,-1,-2,29
CCN(CC)C(=O)c1ccc(C)c(Br)c1,10,1,0,10,3,-6,-2,3,0
O=C(Nc1ccc2oc(=O)ccc2c1)c1ccc(-c2ccccc2[N+](=O)[O-])o1,19,9,2,15,-3,13,3,-1,5
CC(CN1CCC(n2nccc2NC(=O)CCCc2ccccc2)CC1)c1ccccc1 (stereo not given),-6,-3,0,11,8,-1,-19,-3,-1
CC1CN(S(=O)(=O)c2cccc(C(=O)OC(C)C(=O)NC3CCCCC3C)c2)CC(C)O1 (stereo not given),-4,-3,-4,8,-6,-5,0,-4,4
COc1ccccc1NC(=O)NNC(=O)c1ccc2ccccc2c1,1,-4,-1,-19,15,0,1,0,9
CCCCN(C(=O)COC(=O)c1ccc(C)s1)c1c(N)n(CCC)c(=O)[nH]c1=O,1,5,0,0,7,4,-2,-5,13
OCCCn1c(C2CCCN2c2nc(-c3ccc(Cl)cc3)cs2)nc2cc(Cl)c(N3CCCCC3)cc21 (stereo not given),1,8,-3,3,-40,-1,-2,-8,-1
CC(C)[C@@H](N)C(=O)NC[C@H]1O[C@@H](n2cnc3c(N)ncnc32)[C@H](O)[C@@H]1O,-12,x,-6,x,x,-7,1,x,5
Clc1ccc(-c2ccnc(-n3cccc3)n2)s1,-6,-2,0,19,4,4,-76,-3,-377
CCCCc1ccc(NC(=O)c2ccc(NS(C)(=O)=O)cc2)cc1,-2,3,-3,6,-1,-12,3,-1,3
CC1CCN(C(=O)c2cccc(S(=O)(=O)N3CCCCC3)c2)CC1,-15,-9,-1,13,1,9,-3,-3,5
COc1ccc(/C=C/C(=O)c2ccc(Cl)s2)cc1O,24,-5,0,19,2,22,-10,-6,-44
Cc1nn(C)c(C)c1N1C(=O)c2cccc3c(Br)ccc(c23)C1=O,5,-4,2,-20,-3,2,-12,-3,15
CCOc1ccc(NC(=O)CNC(=O)c2cn(-c3ccccc3OC)c(=O)c3ccccc23)cc1,22,3,2,2,4,1,2,-2,-7
O=c1c2ccccc2c(C=Nc2ccc(O)cc2)c(O)n1Cc1ccccc1,-5,4,24,41,-12,1,-57,-5,3
CC1(C)CC(O)C(CCC(O)c2ccccc2)C(C)(C)N1 (stereo not given),-4,-3,5,-17,8,-8,2,0,20
O=C(c1ccc(Cl)cc1)C1CCCN(Cc2cccn2-c2cccnc2)C1 (stereo not given),21,-4,-2,-6,-3,-7,-1,-2,1
COc1ccc(S(N)(=O)=O)cc1C(=O)OCC(=O)Nc1ncc(Cl)c(C)c1Cl,16,-3,10,3,-2,2,-3,-2,-7
CCOC(CNC(=O)c1ccc2c(c1)ncn2-c1ccccc1OC)OCC,0,6,-7,-22,0,4,1,-2,17
COc1cc(C(=O)Nc2ccc3c(c2)OCO3)c([N+](=O)[O-])cc1OC,-3,-1,6,-13,-4,-3,1,-3,11
CCCOc1ccc(C(NC(=O)CC(C)C)NC(=O)CC(C)C)cc1OC,6,-2,9,5,-2,-3,2,0,8
Cc1ccc(SC(C)C(=O)NC2CC2)cc1 (stereo not given),-4,-5,-4,1,6,1,2,1,-2

# Remaining list, next part.
SMILES,PfG6PD inh,SENP8 block-1,SENP7 inh,SENP6 inh,UBC13 inh,HKDC1 inh,SENP1 inh,MIN6 prolif,SENP8 block-2
CCCSC1=C(C#N)C(c2cccs2)CC(=O)N1 (stereo not given),-2,-2,9,-12,-2,-1,-1,-2,4
CSCC[C@H](NC(=O)c1ccc(OCC2CCCO2)cc1)c1nc2ccccc2[nH]1 (stereo not given in full),4,-5,1,10,6,-2,1,-3,4
CN(Cc1ccccc1)C(=O)c1[nH]cnc1C(=O)N[C@@H](Cc1ccccc1)C(=O)OC(C)(C)C,22,-1,2,6,-5,0,1,-6,3
CC(C)C(c1nnnn1CCc1ccccc1)N1CCN(C(=O)c2ccco2)CC1 (stereo not given),18,x,x,x,x,-8,-14,x,23
Cc1ccc(-c2csc(N=C(N)N)n2)c(C)c1,-1,-2,2,-22,1,-2,1,-6,9
O=C(COC(=O)Cc1ccsc1)Nc1ccc(Br)cc1F,3,-5,-1,-6,12,-4,2,1,-2
CN(C)S(=O)(=O)c1cccc(NC(=O)COC(=O)CCOc2ccccc2)c1,7,6,6,-14,4,-2,7,-4,9

# 5 of the entries above in order of the SENP1 inh value, falling:
Compound	SENP1 inh
CCC(C)(C)n1nnnc1C(c1cccnc1)N1CCC(Cc2ccccc2)CC1 (stereo not given)	4
CCOC(=O)c1ccc2c(c1)[n+](CC)c(C)n2-c1ccccc1	2
COc1cc(C(=O)Nc2ccc3c(c2)OCO3)c([N+](=O)[O-])cc1OC	1
Cc1ccc(S(=O)(=O)N2CCCOC2CNC(=O)C(=O)NCCC2=CCCCC2)cc1 (stereo not given)	0
Cc1nn(C)c(C)c1N1C(=O)c2cccc3c(Br)ccc(c23)C1=O	-12
